# pAkt inh: blocks phosphorylation of Akt | Neuro2A IGF-stimulated pAkt S473 HTRF, 20 min; stronger effect = lower value | activity change, % for hits at 50 µM | 360,000 compounds, 0.32% hits; in the data active = activity change below about -80%; inconclusive = mostly about -51% to -80%; note: % is set by controls: 0 for no effect and ±100 for the full control effect
#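 Neuro2A cells in DMEM with 0.5% FBS, overnight at 37 deg C, given compound at single 50 µM final, then IGF (6 nM final) for 20 min at 37 deg C. Lysed; phospho-Akt Ser473 by HTRF after 24 h, 665/615 ratio.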
# EPAC2 agonist: activates human EPAC2 exchange factor; EPAC2 activation, biochemical qHTS; response scale: 100% = 6.5 mM cAMP response; Potency, µM (top dose mostly 154 µM), inactives show top-dose activation, actives largely listed as activators; 360,000 compounds, 0.079% hits; note: potency is the fitted concentration of half-maximal effect; nearly all actives have a fitted effect of over 50% in size
# Target sequence (Q8WZA2 whole entry, looked up): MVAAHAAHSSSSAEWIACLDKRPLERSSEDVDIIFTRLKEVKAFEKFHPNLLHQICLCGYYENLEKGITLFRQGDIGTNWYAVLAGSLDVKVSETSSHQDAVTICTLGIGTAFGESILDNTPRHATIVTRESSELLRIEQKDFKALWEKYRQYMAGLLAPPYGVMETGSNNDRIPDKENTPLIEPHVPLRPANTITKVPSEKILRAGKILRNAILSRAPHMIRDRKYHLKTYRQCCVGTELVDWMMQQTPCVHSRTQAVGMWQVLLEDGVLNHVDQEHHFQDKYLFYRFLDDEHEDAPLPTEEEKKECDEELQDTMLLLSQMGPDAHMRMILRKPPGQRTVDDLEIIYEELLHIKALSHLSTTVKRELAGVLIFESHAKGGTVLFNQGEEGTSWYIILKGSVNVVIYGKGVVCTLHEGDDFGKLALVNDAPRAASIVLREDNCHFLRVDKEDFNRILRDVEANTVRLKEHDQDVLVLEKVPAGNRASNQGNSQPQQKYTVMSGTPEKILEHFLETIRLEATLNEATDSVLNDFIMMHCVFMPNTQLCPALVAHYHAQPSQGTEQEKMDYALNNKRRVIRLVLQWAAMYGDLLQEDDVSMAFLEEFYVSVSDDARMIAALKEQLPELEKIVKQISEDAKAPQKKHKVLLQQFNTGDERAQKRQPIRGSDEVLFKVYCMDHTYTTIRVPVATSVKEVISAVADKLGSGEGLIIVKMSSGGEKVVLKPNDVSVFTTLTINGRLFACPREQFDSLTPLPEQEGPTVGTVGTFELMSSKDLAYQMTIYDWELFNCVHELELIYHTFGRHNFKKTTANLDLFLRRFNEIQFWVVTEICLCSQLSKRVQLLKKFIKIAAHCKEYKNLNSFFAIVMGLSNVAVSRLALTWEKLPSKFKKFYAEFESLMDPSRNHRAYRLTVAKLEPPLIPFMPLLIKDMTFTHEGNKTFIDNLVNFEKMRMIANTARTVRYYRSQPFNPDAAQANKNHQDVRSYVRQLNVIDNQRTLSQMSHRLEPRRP
#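 Setup: EPAC2 100 nM, labeled Rap1B complex 250 nM, free GDP 50 uM. Compound titrations pinned in, brief spin, 5 min room temperature incubation. Kinetic fluorescence read over 30 min, normalized to 6.5 mM cAMP.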
# PTHR1 ag: PTHR1 (human) receptor agonism. Q03431. 410,000 compounds, 0.075% hits. Potency, µM (titrated, usually from 115 µM), inactives show at the highest dose activation, hits mostly activators. HEK293 GP2 PTHR1 cells, GloSensor cAMP luminescence, 1 h; note: potency is the fitted concentration of half-maximal effect; nearly all actives have a fitted effect of over 55% in size; some results filed as inactive show a strong effect at the top dose; inactives centre near -15; many of its hits are not listed in these tables
#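 HEK-293-derived GP2 cells expressing PTHR1 and a GloSensor cAMP reporter, 3,000/well, plated overnight, given luciferin plus IBMX (each 0.5 mM as added) for 1 h at 37 °C, then compound for 1 h at 37 °C. Luminescence was read after 15 min at room temperature.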
# CCT modulator: changes cytosolic chaperonin activity; 360,000 compounds, 0.3% hits; activity change, % (concentration not given with the values), hits read low; AID 651819; purified chaperonin ATPase assay, HTRF ADP detection, 30 min; in the data active = activity change below about -30%; note: % is set by controls: 0 for no effect and ±100 for the full control effect
#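 ATPase activity: ADP formed was measured by HTRF Transcreener (665/615 nm ratio) after 30 min at 37 deg C with 10 uM ATP. Compounds screened at one 76 uM concentration against 40 or 20 nM TRiC in Tris pH 7.4/KCl/MgCl2/DTT buffer.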
# DRD3 antagonist: D3 dopamine receptor (human) antagonism | D3R cells, DiscoveRx beta-arrestin luminescence, antagonist mode; stronger effect = lower value | P35462 | max response, negative = inhibition, % | 360,000 compounds, 2.5% hits; in the data active = max response below about -50%; inconclusive = no clear call, values can overlap the other calls; note: % is set by controls: 0 for no effect and ±100 for the full control effect; mostly tested at two doses, the higher about 12 µM
#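 Cells expressing the human receptor were seeded at 1500 cells/well, incubated overnight at 37 degrees C in 5% CO2, then exposed to library compounds with dopamine controls for 90 minutes at 37 degrees C before luminescent detection.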
# EPAC2 antagonist: EPAC2 (human) antagonism | EPAC2 GEF exchange of Rap1B-BODIPY-GDP, fluorescence | Q8WZA2 | 360,000 compounds, 0.18% hits | Potency, µM (doses to about 114 µM), for the others: at the highest dose activity, negative = inhibition, actives largely listed as inhibitors; note: potency is the fitted concentration of half-maximal effect; % is set by controls: 0 for no effect and ±100 for the full control effect; nearly all actives have a fitted effect of over 45% in size; many of its hits are not listed in these tables
# D3 ag: D3 dopamine receptor (human) agonism; 410,000 compounds, 0.58% hits; max activation, %; D3R DiscoveRx beta-arrestin cells, luminescence, 90 min; P35462; in the data active = max activation above about 30%; note: 0% is about no effect; mostly tested at two doses, the higher about 12 µM
#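 Agonist mode: compounds and dopamine controls were applied to plated cells for 90 min at 37 degrees C after an overnight attachment at 1500 cells/well. Luminescent read-out followed 30 - 60 minutes at room temperature with DiscoveRx detection reagent.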
# Mm-Cpn inhibitor: blocks the Methanococcus maripaludis chaperonin Mm-Cpn | purified Mm-Cpn ATPase, ADP Transcreener TR-FRET | Potency, µM (titrated, usually from 76.9 µM), without a hit: top-dose activity, negative = inhibition, usual class: inhibitors | 330,000 compounds, 0.031% hits; note: potency is the fitted concentration of half-maximal effect; % is set by controls: 0 for no effect and ±100 for the full control effect; nearly all actives have a fitted effect of over 80% in size
#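 Quantitative HTS used 25 nM Mm-CPN and 10 uM ATP in magnesium/KCl Tris buffer, pH 7.4, with 1 mM DTT. Hydrolysis ran 30 min at 37°C; ADP was read by HTRF.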
# * = called active by the depositor; i = inactive; ? = inconclusive; . = no result given; [ ] = another dose, or the depositor's remark. Unless noted, calls come from the whole dose curve; as a rule, active = well fitted curve in the direction sought with a large enough effect; inconclusive = small, poorly fitted or top-dose-only effect, or another doubt; inactive = no such curve, though single readings can be large; an effect the other way counts as inactive or inconclusive.
SMILES,pAkt inh,EPAC2 agonist,PTHR1 ag,CCT modulator,DRD3 antagonist,EPAC2 antagonist,D3 ag,Mm-Cpn inhibitor
CCN1CCN(c2nc3ccccc3nc2C(C#N)C(=O)OCc2ccccc2)CC1 (centres undefined),i,2%,-7%[57.5 µM],0.4,-9,0%,-3,-2%
CC(C)CC(=O)N1CCN(c2ccc([N+](=O)[O-])c(NCc3ccccc3)c2)CC1,i,1%,-13%[57.5 µM],-0.7,?,-3%,-2,.
CCC(=O)N1CCc2cc(S(=O)(=O)NCCC(=O)N3CCN(c4ccccc4)CC3)ccc21,i,4%,?,1.0,10,-1%,-1,-2%
NC(=S)NN=C1C=CCCC1,i,2%,i,-1.2,-13,1%,6,.
O=C(NCC1CCCO1)c1ccc(NC(=O)C2C3C=CC(C3)C2C(=O)O)cc1 (centres undefined),i,3%,i,-2.0,19,1%,-4,-2%
C=CCn1c(=O)c2ccccc2n2c(SCC(=O)Nc3cc(C)on3)nnc12,i,9%,i,-0.6,14,-4%,1,1%
O=c1oc2ccccc2c(O)c1Sc1c(O)c2ccccc2oc1=O,i,5%,-28%,-3.0,0,-21%,1,.
O=C(N/N=C/c1ccc(Br)s1)c1ccccc1[N+](=O)[O-],i,2%,-4%[57.5 µM],1.1,-15,1%,-7,0%
CCN(CC(=O)NCc1ccc(F)cc1)C(=O)CCNS(=O)(=O)c1cccc(C)c1,i,3%,i,-0.2,-1,3%,-6,2%
CC(=O)N1c2ccc(S(=O)(=O)N3c4ccccc4CC3C)cc2CC1C (centres undefined),.,19%,-31%[inhibitor],-0.7,1,-30%,0,1%
COc1ccc(C2CN=NC23CCc2ccccc2C3=O)cc1 (centres undefined),i,14%,-47%[inhibitor],3.3,-8,?,-12,0%
Clc1cccc(Cl)c1CNC1CCCC1,i,8%,i,-1.4,-18,4%,-4,3%
Cc1cc(-c2n[nH]c(=S)n2/N=C/c2ccc(Cl)c([N+](=O)[O-])c2)n[nH]1,i,2%,-12%,0.1,-15,4%,-24,-10%
Cc1ccc(NC(=O)CN(C)C(C)C(=O)Nc2ccc(S(=O)(=O)N3CCCC3)cc2)cc1 (centres undefined),i,-4%,i,-3.0,8,?,3,2%
CCCC1S/C(=N/N=C/c2cccs2)NC1=O (centres undefined),i,4%,i,-1.3,7,2%,2,-11%

# Sorted by length of the SMILES (largest number first): 5 of the compounds above
SMILES,pAkt inh,EPAC2 agonist,PTHR1 ag,CCT modulator,DRD3 antagonist,EPAC2 antagonist,D3 ag,Mm-Cpn inhibitor
CCN(CC(=O)NCc1ccc(F)cc1)C(=O)CCNS(=O)(=O)c1cccc(C)c1,i,3%,i,-0.2,-1,3%,-6,2%
CC(=O)N1c2ccc(S(=O)(=O)N3c4ccccc4CC3C)cc2CC1C (centres undefined),.,19%,-31%[inhibitor],-0.7,1,-30%,0,1%
O=C(N/N=C/c1ccc(Br)s1)c1ccccc1[N+](=O)[O-],i,2%,-4%[57.5 µM],1.1,-15,1%,-7,0%
CCCC1S/C(=N/N=C/c2cccs2)NC1=O (centres undefined),i,4%,i,-1.3,7,2%,2,-11%
NC(=S)NN=C1C=CCCC1,i,2%,i,-1.2,-13,1%,6,.

# (further entries)
SMILES,pAkt inh,EPAC2 agonist,PTHR1 ag,CCT modulator,DRD3 antagonist,EPAC2 antagonist,D3 ag,Mm-Cpn inhibitor
CCCc1nnc(SCC(=O)NC2CCCC2)n1CCOC,i,10%,i,-0.6,2,2%,-2,?
CC(=O)c1sc(N/N=C\c2ccccc2O)nc1C,i,3%,i,-0.6,4,-7%,-2,2%
Cc1ccc(S(=O)(=O)NCc2ccccn2)c(C)c1C,i,10%,-6%,0.8,0,3%,0,3%
CCCCc1cc(=O)oc2cc(OCC(=O)N3CCc4ccccc43)ccc12,?,-6%,i,6.4,21,7%,6,1%
COc1cc(NC(=O)Cc2ccc(Cl)cc2)ccc1NC(=O)c1ccco1,i,14%,-18%[57.5 µM],-3.4,5,-11%,0,-1%
O=c1[nH]c(=O)n(-c2ccc(F)cc2)c2c1C(C(F)(F)F)(C(F)(F)F)N=C(c1ccc(F)cc1)N2,i,-7%,-28%,-0.7,9,-2%,6,2%
COc1ccc2nc(/C=N/NC(=O)[C@H](CCSC)NC(=O)OC(C)(C)C)ccc2c1,i,-10%,-27%,-1.2,-2,-2%,8,0%
CC[C@@H](NS(=O)(=O)c1ccc(C)cc1)C(=O)Oc1ccc2c3c(c(=O)oc2c1)CCC3,i,1%,-34%[inhibitor],-10,74,0%,-9,-4%
CCCCC(CC)CNS(=O)(=O)c1ccc2c(c1)CCN2C(=O)CCC(=O)O (centres undefined),i,-2%,-31%[inhibitor][57.5 µM],1.1,-29,14%,-16,1%
CCOc1cc(N2CCOCC2)c(OCC)cc1NC(=O)CN1C(=O)NC2(CCc3ccccc32)C1=O (centres undefined),i,-5%,i,-0.2,-1,11%,1,1%
Cc1cccc(NC(=O)CSc2nc3c(oc4ccccc43)c(=O)n2-c2ccccc2)c1,i,4%,-35%,-1.3,-1,-21%,-7,?
Cc1ccc2[nH]cc(CCNC(=O)C3CCCO3)c2c1 (centres undefined),i,8%,i,-1.0,-12,22%,9,-2%
Cn1c(SCC(=O)Nc2ccc3nc(SCC(=O)N4CCCC4)sc3c2)nnc1-c1ccc(N)cc1,i,-6%,i,-0.1,39,7%[57.1 µM],2,-1%
CCN(C[C@H]1N[C@@](C)(C(=O)OC)[C@H]2C(=O)N(C)C(=O)[C@@H]12)C(=O)Nc1ccc(C)cc1,i,4%,17%,1.6,0,0%,16,-1%
CCCCN1C(=O)CN(CCc2ccccc2)C(=O)C1c1ccc(OC)cc1 (centres undefined),i,-6%,-24%[57.5 µM],0.1,17,8%,-1,1%

# Record cards, as listed above. Values in the order: pAkt inh, EPAC2 agonist, PTHR1 ag, CCT modulator, DRD3 antagonist, EPAC2 antagonist, D3 ag, Mm-Cpn inhibitor
# `CC(=O)c1sc(N/N=C\c2ccccc2O)nc1C` is listed with i, 3%, i, -0.6, 4, -7%, -2, 2%
# `Cn1c(SCC(=O)Nc2ccc3nc(SCC(=O)N4CCCC4)sc3c2)nnc1-c1ccc(N)cc1` is listed with i, -6%, i, -0.1, 39, 7%[57.1 µM], 2, -1%
# `Cc1ccc2[nH]cc(CCNC(=O)C3CCCO3)c2c1` (centres undefined) is listed with i, 8%, i, -1.0, -12, 22%, 9, -2%
# `CCCc1nnc(SCC(=O)NC2CCCC2)n1CCOC` is listed with i, 10%, i, -0.6, 2, 2%, -2, ?
# `CC[C@@H](NS(=O)(=O)c1ccc(C)cc1)C(=O)Oc1ccc2c3c(c(=O)oc2c1)CCC3` is listed with i, 1%, -34%[inhibitor], -10, 74, 0%, -9, -4%

# The listing continues.
SMILES,pAkt inh,EPAC2 agonist,PTHR1 ag,CCT modulator,DRD3 antagonist,EPAC2 antagonist,D3 ag,Mm-Cpn inhibitor
CCCc1[nH]nc2c1C(c1c(C)nn(-c3ccccc3)c1Cl)C(C#N)=C(N)O2 (centres undefined),i,-4%,i,0.7,-17,-19%,1,2%
CCc1sc(C(=O)Nc2ccsc2C(=O)OC)cc1Br,i,15%,i,-3.8,30,-2%,-1,?
O=C(COC(=O)[C@@H]1CCCN1S(=O)(=O)c1ccccc1F)c1ccccc1,i,2%,-3%,-3.4,6,1%,9,-2%
CC(C)=CCc1c(-c2ccc(O)cc2O)oc2cc3c(c(O)c2c1=O)C=CC(C)(C)O3,i,1%,-14%,-0.5,-3,-1%,6,.
S=C(Nc1ccc2[nH]ccc2c1)NC1CCCCC1,i,12%,i,-2.1,-20,-1%,3,0%
COCCCNC(=O)C[C@H]1C[C@H](C(=O)N2CCOCC2)[C@@]2(CCC3CCCC3)c3[nH]c4cc(-c5ccco5)ccc4c3CCN2C1=O,i,1%,-13%,1.1,1,3%,-12,-7%
CCOC(=O)[C@]12CCCC=C1N(Cc1ccc(Cl)cc1Cl)C(=O)[C@H](CC(=O)N1CCCC1)C2,i,5%,i,-0.6,3,-13%,0,.
O=C(CC1(c2ccc(Cl)cc2)C2CC3CC(C2)CC1C3)NCCO (centres undefined),i,8%,i,-5.8,-1,2%,3,0%
COC1=CC(=O)OC(c2cccc(C#N)c2)C1 (centres undefined),i,15%,-9%,.,11,1%,4,.
Cc1ccc(C(=O)COC(=O)CNC(=O)C(c2ccccc2)c2ccccc2)cc1[N+](=O)[O-],i,1%,-21%,-1.6,-64*,-1%,0,-1%
Fc1ccc(/C=N/NC(=S)Nc2ccc(Cl)cc2Cl)cc1,i,-8%,i,2.1,3,-6%,-14,4%
Cc1ccc(SCC(=O)OCC(=O)NC(C)c2ccc(F)cc2)cc1 (centres undefined),i,3%,-18%,0.0,10,-21%,7,?
O=C(Nc1ccccc1F)N(CCCN1CCOCC1)Cc1cc2cc3c(cc2[nH]c1=O)OCCO3,i,0%,-16%[57.5 µM],1.5,-55*,15%,2,0%
Cn1cc(CN2CCC(n3nccc3NC(=O)CCCc3ccccc3)CC2)cn1,i,-2%,i,1.4,-4,-6%,0,1%
N#CCc1nn(-c2ccccc2)c(N)c1C#N,i,-4%,-4%[57.5 µM],0.2,8,-1%,5,-6%
O=C(C[n+]1cccc(O)c1)Nc1ccc(Br)cc1,i,3%,i,1.4,7,16%,-11,-1%
O=C(NCC1CCCN(Cc2ccc3nonc3c2)C1)c1ccc(F)cc1 (centres undefined),i,5%,i,-0.2,0,1%,-23,2%
CN(C)CC(O)COc1ccc(C(C)(C)c2ccc(OCC(O)CN(C)C)cc2)cc1 (centres undefined),i,-7%,i,-1.2,?,0%,-1,0%
COCCN(CC(=O)NCc1ccc2c(c1)OCO2)C(=O)CCC(=O)Nc1nccs1,i,1%,i,-1.6,19,1%,0,0%
O=C(Nc1cccc(F)c1)C1CCN(S(=O)(=O)c2cnc[nH]2)CC1,i,7%,-3%,0.1,-3,-6%,4,-2%
C=C1C(=O)[C@]23C[C@H]1CCC2[C@]1(C)CCC[C@@](C)(C(=O)O)C1C[C@@H]3O (some centres undefined),i,0%,-44%[inhibitor],2.1,-89*,-2%,-13,.
COc1ccc(NC(=O)Nc2cccc3c2O[C@@H](CN(C)S(=O)(=O)c2cn(C)cn2)[C@@H](C)CN([C@H](C)CO)C3=O)cc1,i,1%,-11%,-0.2,8,-1%,13,-3%

# From PubChem BioAssay

# These rows are one share of the data; count on the stated rates, not on these rows.
